C2C12 statin – suppressors of statin myotoxicity in C2C12 myotubes, primary screen, cell-based, single point, plate reader. C2C12 myotubes + simvastatin, ATP luminescence, 48 h; scaled: DMSO 0, geranylgeraniol control 100. rescue of ATP level, % at 7.49 µM. actives 0.78% (n = 330,000);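 active means mean ATP rescue above about 67%, or every replicate alone reaching that limit, limit read from the data, passing the limit was not always enough; inconclusive means no clear call, values can overlap the other calls; inactive means mean under the limit and some replicate under it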;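 further: myotubes were challenged with 10 µM simvastatin during compound exposure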
E-sel inducer – E-selectin induction in HUVECs, primary screen, imaging, HUVEC, immunofluorescence imaging, single point; P16581; normalized: neutral wells 0, TNF-alpha wells 100; activation, % at 7.58 µM; actives 0.37% (n = 260,000); AID 686992, 2013;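 active means mean E-selectin-positive cell signal at least 10% of the positive control, reached in at least 60% of replicates, without over 20% cell loss; inconclusive means no rule given, readout overlaps actives, possibly toxicity-flagged; inactive means the rest, including those meeting only one limit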;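 further: in these data hits start at about 27%; measured in HUVEC primary endothelial cells; signal is the percent of cells scored E-selectin positive by PE staining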
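System: HUVEC, human umbilical vein endothelial cells; quantity: 3,000 cells/well; buffer or medium: EGM-2 medium, gelatin-coated wells; dosing: single-point compound dose; detection: immunofluorescence imaging; evaluation: % PE-positive cells; benchmarks: TNF-alpha, DMSO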
ERp5 inh – inhibitors of ERp5-driven insulin aggregation, primary screen, biochemical, turbidity, absorbance 650 nm, single point. 90 min. inhibition, % at 9.99 µM. actives 0.05% (n = 350,000). AID 651711, 2012;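 active means mean replicate inhibition above about 25%, with every replicate also reaching it, limit read from the data, passing the limit was not always enough; inconclusive means only one of those two criteria met; inactive means neither criterion met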
Target sequence (Q15084 whole entry, looked up): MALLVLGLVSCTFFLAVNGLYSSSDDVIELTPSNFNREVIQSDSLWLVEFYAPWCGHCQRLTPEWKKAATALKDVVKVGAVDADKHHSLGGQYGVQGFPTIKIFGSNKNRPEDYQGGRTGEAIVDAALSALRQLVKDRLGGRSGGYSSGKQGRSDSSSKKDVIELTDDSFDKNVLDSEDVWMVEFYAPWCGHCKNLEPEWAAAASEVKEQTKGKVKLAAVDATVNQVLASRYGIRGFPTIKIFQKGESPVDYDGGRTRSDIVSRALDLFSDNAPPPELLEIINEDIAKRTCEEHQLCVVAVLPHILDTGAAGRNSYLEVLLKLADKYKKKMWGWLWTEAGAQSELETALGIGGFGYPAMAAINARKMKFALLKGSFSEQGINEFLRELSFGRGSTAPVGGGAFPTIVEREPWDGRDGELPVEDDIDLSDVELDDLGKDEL
S100A4 inh HTS – inhibitors of S100A4-myosin IIA peptide binding, primary screen, biochemical, fluorescence polarization, TAMRA-MyoIIA peptide. Protein S100-A4 (Homo sapiens), P26447. inhibition, % at 10.7 µM. actives 0.14% (n = 360,000). AID 652163, 2013;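 active means mean inhibition of at least 70% across replicates, with every replicate also reaching that level; inconclusive means mean inhibition reaches 70% but some replicates fall short; inactive means mean inhibition below 70%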
Target sequence (P26447 whole entry, looked up): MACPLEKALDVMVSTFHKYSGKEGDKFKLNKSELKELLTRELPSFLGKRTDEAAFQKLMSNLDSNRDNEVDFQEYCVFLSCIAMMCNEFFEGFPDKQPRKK
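Assay system: human S100A4 monomer with TAMRA-labelled myosin IIA peptide / Buffer or medium: Calcium-containing HEPES buffer, pH 7.2 / Reagent: TAMRA-labelled myosin IIA heavy-chain peptide probe, 5 nM / Compound: one dose per compound / Timing: polarization read 5 min after assay mix addition, stable 5–60 min / Benchmarks: neutral control DMSO, positive control TFP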
DENV2 CPE – inhibitors of DENV2 cytopathic effect, primary screen, cell-based, plate reader, single concentration | DENV2-infected cells, cytopathic effect rescue | actives 1.7% (n = 350,000) | AID 651640, 2012 | CPE inhibition, % at 9.99 µM; in the data active means CPE inhibition above about 20%, passing the limit was not always enough; inconclusive means no clear call, values can overlap the other calls; tested in BHK-21 cells;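 further: 0% = median of neutral control wells and 100% = median of positive control wells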
PglD inh – C. jejuni PglD acetyltransferase inhibitors, primary screen, biochemical, DTNB colorimetric, single point; UDP-N-acetylbacillosamine N-acetyltransferase PglD (Campylobacter jejuni); purified PglD enzyme, DTNB colorimetric CoA detection; inhibition, % at 12.5 µM; actives 0.098% (n = 360,000); AID 602405, 2012; in the data active means inhibition above about 16%, passing the limit was not always enough; inconclusive means no clear call, values can overlap the other calls; further: strong numbers were not always called active
SIRT5 block – SIRT5 desuccinylase inhibitors, primary screen, biochemical, fluorescence imaging, single point, set 5. AID 652115, 2013. NAD-dependent protein deacylase sirtuin-5, mitochondrial (Homo sapiens), Q9NXA8. inhibition, % at 15 µM. actives 1.1% (n = 330,000). Purified SirT5, succinyl-peptide AMC, trypsin-coupled fluorescence; in the data active means inhibition above about 15%; inconclusive means no clear call, values can overlap the other calls
Target sequence (Q9NXA8 whole entry, looked up): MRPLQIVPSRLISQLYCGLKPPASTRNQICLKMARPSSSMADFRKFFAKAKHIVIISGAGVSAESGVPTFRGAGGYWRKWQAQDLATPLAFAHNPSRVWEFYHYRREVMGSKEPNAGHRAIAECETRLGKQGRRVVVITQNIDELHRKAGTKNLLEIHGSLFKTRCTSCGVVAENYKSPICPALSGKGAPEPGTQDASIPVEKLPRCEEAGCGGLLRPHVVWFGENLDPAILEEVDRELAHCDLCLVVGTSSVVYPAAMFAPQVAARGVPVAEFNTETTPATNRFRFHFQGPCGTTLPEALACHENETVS
* hit, by the source's call; ? = inconclusive; . = no result given. A portion of the library; the hit share may differ from the screen's.

Compound	C2C12 statin	E-sel inducer	ERp5 inh	S100A4 inh HTS	DENV2 CPE	PglD inh	SIRT5 block
CNc1nc(SC)nc2ccccc12	.	0.0	0	-2	6	.	1
Nc1c(C(=O)OCC(=O)Nc2ccccc2Br)[nH]c(=O)[nH]c1=O	.	0.4	8	-1	9	.	.
COc1ccc(N=C2c3ccccc3-c3ccc([N+](=O)[O-])cc32)cc1	-4	1.5	-10	4	19	.	-4
O=C(c1ccc(CS(=O)Cc2ccc(Cl)cc2)o1)N1CCN(c2ccccc2)CC1 (centres undefined)	16	.	-3	-12	-1	-1	11
CC(/C=N/NC(=O)c1nnn(-c2nonc2N)c1C(C)C)=C\c1ccccc1	-20	.	6	-6	8	0	-1
Cc1ccc2c(c1)C1CN(C)CCC1N2C(=O)c1ccccc1NS(=O)(=O)c1ccc(F)cc1 (centres undefined)	.	.	-4	11	3	5	0
Cc1ccc(C)c(NC(=S)N/N=C2\CCc3ccccc32)c1	-12	0.2	2	-2	-4	-3	-2
COc1cccc(C(=O)Nc2ccc3ccccc3c2)c1	-20	0.3	4	2	13	-1	-1
Nc1no[n+]([O-])c1-c1ccccc1	.	.	10	-8	-6	.	-2
CCc1ccc(CNCCNC(=O)c2ccco2)cc1	5	-0.4	-1	0	-2	-5	7
COc1ccc(CC(=O)NC(=S)Nc2cccc(C)c2)cc1	.	.	-1	-6	-1	.	-5
CCOc1nc2cnccc2n(CC(=O)Nc2c(C)cccc2CC)c1=O	-22	-0.1	-10	-1	-3	-1	-1
C[C@H]1CCCCO[C@H](CN(C)S(=O)(=O)c2ccc(F)cc2)[C@@H](C)CN([C@@H](C)CO)C(=O)c2cc(NC(=O)c3ccccc3)ccc2O1	.	-0.1	-2	-7	4	-3	8
COc1ccc(NC(=O)Nc2ccc(OCC(=O)N3CCOCC3)cc2)cc1OC	4	.	4	10	.	1	.
Cc1ccc(Cn2c(C)c3cnn(CC(=O)NCc4ccccn4)c(=O)c3c2C)cc1	10	-1.9	3	10	-14	0	-3
COc1ccccc1-c1nc(SCC(=O)NCc2ccco2)c2c(=O)n(C)c(=O)n(C)c2n1	.	0.2	-1	-5	-1	-5	7
CCOC(=O)c1c(NC(=O)C2=C(C)NC(=S)NC2c2ccc(F)cc2F)sc(C)c1C (centres undefined)	.	0.2	10	-2	-3	-8	0
O=C(CS(=O)(=O)c1ccccc1)NC1CCCCC1	12	-0.1	12	1	-3	-2	-2
CC(=O)N1CCCC1C(=O)O (centres undefined)	4	0.8	2	-3	3	2	-2
COc1ccc(OC(=O)CCN2C(=O)C3C4C=CC(C4)C3C2=O)cc1 (centres undefined)	.	.	-1	5	3	.	-1
COc1ccc2c3c([nH]c2c1)[C@@H](CO)N(C(=O)Nc1ccc(F)cc1)CC31CN(C(=O)c2ccccn2)C1	.	-0.3	-6	7	11	.	8
CC(=O)COC(=O)c1cccc(N2C(=O)C3C4C=CC(C4)C3C2=O)c1 (centres undefined)	8	-0.1	-2	-1	-2	-3	.
OCCN1CCN(CC(O)COCC2COc3ccccc3O2)CC1 (centres undefined)	5	0.1	14	-3	?	-1	-2
CC(Oc1ccc(F)cc1)C(=O)N(Cc1ccccc1)c1c(N)n(Cc2ccccc2)c(=O)[nH]c1=O (centres undefined)	11	0.0	2	-3	-5	-4	1
COc1ccc(NC(=O)N2CC(=O)N3[C@H](CO)[C@H](c4ccc(/C=C/c5ccccc5)cc4)[C@@H]3C2)cc1	.	-0.3	-9	-4	-5	.	0
Cc1nc(C)c(C(=O)N(c2ccc(F)cc2)C(C(=O)NCC2CCCO2)c2ccccc2)s1 (centres undefined)	-11	.	-5	-8	7	1	-3
C[C@H]1CN([C@@H](C)CO)C(=O)c2cccc(NC(=O)c3ccncc3)c2O[C@@H]1CN(C)C(=O)Nc1ccc(C(F)(F)F)cc1	11	-2.6	-1	-12	-8	1	4
O=C(NCCC1=CCCCC1)C1CCN(C(=O)c2ccc(Br)cc2)CC1	.	.	2	0	.	.	-1
CCCSc1ccc([C@H]2N[C@@](CC(C)C)(C(=O)OC)[C@H]3C(=O)N(CC)C(=O)[C@@H]23)cc1	-11	-0.5	-5	-2	.	-5	.
COCCNc1nc2nonc2nc1N(C)Cc1cccc2cnccc12	-4	.	0	-2	-4	-1	4

Record cards (already shown). Order of values: C2C12 statin | E-sel inducer | ERp5 inh | S100A4 inh HTS | DENV2 CPE | PglD inh | SIRT5 block
`COc1ccc(CC(=O)NC(=S)Nc2cccc(C)c2)cc1` is listed as . | . | -1 | -6 | -1 | . | -5
`COc1ccccc1-c1nc(SCC(=O)NCc2ccco2)c2c(=O)n(C)c(=O)n(C)c2n1` is listed as . | 0.2 | -1 | -5 | -1 | -5 | 7

Following part.
Compound	C2C12 statin	E-sel inducer	ERp5 inh	S100A4 inh HTS	DENV2 CPE	PglD inh	SIRT5 block
CCN1CCCC1CNC(=O)c1ccc2c(c1)NC(=O)/C(=C\c1ccccc1Cl)S2 (centres undefined)	-7	0.2	-2	-23	1	2	.
O=S1(=O)C[C@@H]2N=C(N/N=C/c3ccccc3)S[C@@H]2C1	.	.	2	0	5	.	-3
OC[C@@H]1CC[C@@H]2O[C@H](CCc3ccc(C#Cc4ccccc4)cc3)[C@H](n3cc(-c4ccccc4)nn3)C[C@@H]2O1	.	.	-3	65	-7	.	1
Cc1nc(N=Nc2ccc(O)cc2)n[nH]1	-5	4.1	-8	-6	3	.	4
Cc1cc(C)c(C#N)c(Sc2nnnn2-c2ccccc2)n1	0	-0.4	-4	-12	-4	3	.
COc1cc(C(=O)OCC(=O)NC(N)=O)cc(CN2C(=O)c3ccccc3C2=O)c1OC	-8	.	0	5	?	-2	1
O=C(NNC(=O)c1cccc(S(=O)(=O)N2CCCCC2)c1)c1ccccc1	-4	-2.6	4	-1	-1	6	-5
CCOC(=O)c1ccc(NC(=O)[C@@H](NC(N)=O)C(C)C)cc1	4	.	-2	4	-6	-7	-1
CCC(=O)N1CCCCN2[C@@H](CO)[C@@H](c3ccc(/C=C/c4ccccc4)cc3)[C@@H]2C1	.	0.4	-1	-3	-6	2	-1
OCCC1CN(Cc2ccc(Oc3ncccn3)cc2)CCN1C1CCCCC1 (centres undefined)	0	0.1	5	-1	3	.	-2
CCCNC(=O)N1CCC2(CC1)CN(Cc1ccccn1)[C@@H](CO)c1c2c2ccc(OC)cc2n1C	.	-0.2	3	-5	71*	.	1
CCOc1cc(C=O)ccc1OCCn1c([N+](=O)[O-])cnc1C	4	.	4	-2	4	-1	1
CCc1cc(CNC(=O)C2CCC(=O)N(Cc3ccc(Cl)cc3)C2)on1 (centres undefined)	0	1.6	9	6	0	-5	-5
Cc1cccc(CSc2nc3ccncc3n2CC(=O)Nc2cc(C)cc(C)c2)c1	-3	.	-1	6	1	2	-4
CCN(C[C@H]1N[C@@](C)(C(=O)OC)[C@H]2C(=O)N(C)C(=O)[C@@H]12)C(=O)COc1ccccc1	3	7.5	-2	1	?	0	-6
Cc1c(C#N)c(O)n(CCO)c(=O)c1N=Nc1ccccc1	.	0.1	2	5	-4	-9	-1
COc1cc(CNCCNC(=O)c2cccs2)cc(OC)c1OC	1	5.4	-9	-6	-4	-6	-6
CC(=O)Nc1ccc(NC(=O)CSc2nc(=O)n(Cc3cccnc3)c3c2CCC3)cc1	0	-0.8	5	-1	?	-4	-2
C[C@H](O)C#Cc1ccc2c(c1)O[C@H](CN(C)CC1CCCCC1)[C@H](C)CN([C@H](C)CO)S2(=O)=O	-13	-0.3	2	17	0	-4	1
C[C@@H]1CN([C@@H](C)CO)C(=O)c2c(c3ccccc3n2C)-c2ccccc2CO[C@H]1CN(C)C(=O)Nc1ccc(F)cc1	.	-0.3	15	0	2	-3	1
O=C(COC(=O)c1cc(S(=O)(=O)N2CCOCC2)ccc1Cl)c1ccc[nH]1	2	.	8	-1	4	-1	.
Nc1cc(N)nc(SCC(=O)NCc2ccco2)n1	.	0.0	3	0	.	0	0
Cc1ccc(NC(=O)c2cnccn2)c(Br)c1	-3	0.8	5	-2	-1	3	2
CNC(=S)N(Cc1cc2ccc(OC)cc2[nH]c1=O)CC1CCCO1 (centres undefined)	.	.	-1	-2	0	.	0
COc1cc(C=NC2CCCCC2)ccc1O	-8	0.0	7	-6	-5	-1	-4
Cc1noc(C)c1COC(=O)/C=C/c1ccccc1Cl	.	0.1	-2	-5	14	.	6
COc1ccc(C(=O)/C=C/c2ccc(OC)c(COc3ccc(F)cc3)c2)cc1	0	.	3	-1	8	2	1
CCCC12C(=O)C(C)(C(c3ccccc3)=C1c1ccccc1)C1C(=O)N(c3ccc(C)cc3)C(=O)C12 (centres undefined)	.	-2.0	-3	1	4	.	-2
CC(C)Cn1c(-c2csc3c2CCCC3)n[nH]c1=S	-3	.	2	-2	1	-3	-2
COc1cccc(S(=O)(=O)N2C[C@@H](O)COC[C@@H]3O[C@H](CC(=O)NCCCN4CCOCC4)CC[C@H]32)c1	9	-0.1	7	-14	-3	-2	3
C[C@H](CO)N1C[C@H](C)[C@H](CN(C)Cc2ccc(Cl)c(Cl)c2)Oc2ccc(NS(=O)(=O)c3cccs3)cc2C1=O	-20	?	-3	10	12	1	4
Cc1nnc(SC(C)C(=O)Nc2nccs2)s1 (centres undefined)	1	-0.5	0	-3	-5	.	.
CN(CC(=O)Nc1cccc(F)c1)C(=O)/C=C/c1cc(Br)ccc1OC(F)F	2	0.4	3	0	-1	-7	0
C[C@@H]1CCCCO[C@@H](CN(C)Cc2ccc(Cl)c(Cl)c2)[C@@H](C)CN([C@H](C)CO)C(=O)c2cc(NS(=O)(=O)c3ccc(Cl)cc3)ccc2O1	.	.	2	-72	79*	4	2
COc1ccc(NC(=O)Nc2ccc3c(c2)C(=O)N([C@H](C)CO)C[C@@H](C)[C@H](CN(C)S(=O)(=O)c2cccs2)OCCCC[C@H](C)O3)cc1	.	4.0	4	6	5	2	-2
Nn1c(SCc2ccccc2F)nnc1-c1cccnc1	.	-0.9	2	-4	2	-8	-4
N#C[C@@H]1[C@H](c2ccccc2-c2cccc(F)c2)[C@H](CO)N1C(=O)Nc1cc(F)ccc1F	.	0.1	4	6	7	.	-8
C[C@@H](C(=O)Nc1nc2ccc(F)cc2s1)N1C(=O)C2CC=CCC2C1=O (some centres undefined)	.	-1.5	-1	-6	-3	.	4
O=C(CSc1cccc[n+]1[O-])NC1CCCCCCC1	7	.	-1	2	-5	.	1
COc1ccc2occ(C(=O)c3ccccc3)c2c1	.	14	-4	1	-4	.	-3
COc1ccc2cc(C(=O)C3CCCN(C(=O)CCc4ccccn4)C3)ccc2c1 (centres undefined)	-11	.	6	8	4	.	-24
C[C@H]1CN([C@@H](C)CO)C(=O)c2cccc(NC(=O)NC3CCCCC3)c2O[C@H]1CN(C)S(=O)(=O)c1cn(C)cn1	36	-0.1	1	-4	2	-4	-1
COc1ccc2oc(C(=O)OCC(=O)NC3(C#N)CCCC3)c(C)c2c1	.	-0.2	-3	0	?	.	-3

Screening data (PubChem BioAssay)
